KAT2A inh = inhibitors of human GCN5L2 histone acetyltransferase | Q92830 | Potency, µM (highest dose often 58.9 µM), for the others: at the highest dose activity change, negative = inhibition, most hits filed as inhibitors | 390,000 compounds, 0.21% hits | GCN5L2 HAT assay, ThioGlo1 CoA-SH fluorescence | AID 504327
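Preincubate 20nM GCN5L2 with compound 15 min, RT → add 50uM ThioGlo1 + 75uM H3(1-25) + 70uM acetyl-CoA → read fluorescence 0 and 20 min. Primary qHTS; fluorescent artifacts likely.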
N370S GC = inhibits or activates N370S mutant glucocerebrosidase. 330,000 compounds, 0.092% hits. N370S GC spleen homogenate, 4MU-glucoside fluorescence. Potency, µM (series often up to 59.4 µM), inactives show at the highest dose activity change, negative = inhibition, usual class: inhibitors. P04062;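 further: 0% = full enzyme activity and -100% = no enzyme basal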
FEN1 inh = inhibitors of human flap endonuclease 1 | Recombinant FEN1 flap cleavage, fluorescence, 15 min | 390,000 compounds, 0.35% hits | Potency, µM (highest dose often 114 µM), for inactives: top-dose activity change, negative = inhibition, most hits filed as inhibitors | P39748; further: nearly all actives have a fitted effect of over 65% in size
Target sequence (P39748 whole entry, looked up): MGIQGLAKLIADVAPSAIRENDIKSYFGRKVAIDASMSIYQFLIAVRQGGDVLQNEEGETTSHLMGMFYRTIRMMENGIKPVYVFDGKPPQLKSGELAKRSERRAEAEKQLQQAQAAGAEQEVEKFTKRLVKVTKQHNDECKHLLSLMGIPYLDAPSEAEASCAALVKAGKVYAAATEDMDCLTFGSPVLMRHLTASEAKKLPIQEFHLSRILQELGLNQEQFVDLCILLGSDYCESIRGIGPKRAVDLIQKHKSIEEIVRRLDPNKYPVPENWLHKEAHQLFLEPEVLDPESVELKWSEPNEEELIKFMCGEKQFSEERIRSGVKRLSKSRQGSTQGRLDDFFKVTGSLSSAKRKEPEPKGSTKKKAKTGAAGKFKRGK
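FEN1 at 10 nM preincubated with compounds 15 min at room temperature, then flap DNA substrate added at 50 nM final. Signal read at 0 and 15 min; concentration-response fitted with four-parameter Hill equation.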
* hit, by the source's call; ? = inconclusive; . = not tested or not shown; & = joins results of further samples; [ ] = dose if it differs, or a comment. The call rests on the fitted dose curve; in most records, active means well fitted curve in the direction sought with a large enough effect; inconclusive means small, poorly fitted or top-dose-only effect, or another doubt; inactive means no such curve, though single readings can be large; an effect the other way counts as inactive or inconclusive. Unless noted, on the % scale 0 is the no-effect control and ±100 the full control effect; potency means the concentration at half of the fitted maximal effect.

Value order: KAT2A inh | N370S GC | FEN1 inh
Oc1c(Br)cc(Br)cc1CNc1ccccn1
→ 0.0% | -3.9% | -0.8%
O=C(C1=NN[C@@H]2C(=O)N(c3cccc(C(F)(F)F)c3)C(=O)[C@H]12)c1cnccn1
→ -0.3% | -5.9% | 5.6%
O=C(Nc1ccc(Cl)cc1)c1cc(Br)ccc1OCC(=O)N1CCOCC1
→ -19.3% | -17.5% | -11.4%
S=c1[nH]ccn1-c1ccccc1Cl
→ 3.4%&-1.9% | 3.4%&4.8% | 4.5%
CCC(=O)Nn1cnc2c(c1=O)C1(CCCCC1)Cc1ccccc1-2
→ -2.8% | -13.9% | 7.6%
COc1ccc(F)cc1CN1CCN(c2ncnc3scc(-c4ccccc4)c23)CC1
→ -4.9% | -5.6% | -17.7%
COc1ccc(NC2=CC(c3ccc(F)cc3)N(c3ccc(OC)cc3)C2=O)cc1 (stereo not drawn)
→ -4.0% | -4.8% | -16.4%
COc1ccc(CCNC(=O)c2ccccc2NC(=O)c2ccco2)cc1OC
→ -2.3% | 8.6% | 5.1%
Cc1c(NC(=O)CSc2ccc(Cl)cc2)c(=O)n(-c2ccccc2)n1C
→ -3.8% | -2.1% | -4.5%
CC1CC(C)CN(C(=O)C2CCN(C(=O)Nc3ccccc3)CC2)C1 (stereo not drawn)
→ -14.5% | -4.7% | -3.4%
O=C(CN1CCCCC1)NN(Cc1ccccc1)c1ccccc1
→ 3.1% | -4.1% | 6.6%
COc1ccc(CCNC(=O)Cn2c(-c3nonc3N)nc3ccccc32)cc1OC
→ 0.5% | 2.0% | 1.6%
CC(C)N(CCCNC(=O)c1ccc(N2CCCC2=O)cc1)Cc1ccccc1
→ -6.8% | -4.2% | -6.2%
O=C(Cc1c(F)cccc1Cl)Nc1cc(S(=O)(=O)N2CCCCC2)ccc1N1CCOCC1
→ -12.0% | ? | 0.8%
CCC(=O)N1CCc2cc(S(=O)(=O)N3CCCC3)ccc21
→ -2.6% | -3.4% | -0.3%
CCN1C(=O)c2ccc(C(=O)Nc3ccc4c(c3)OCO4)cc2C1=O
→ 2.2% | -16.7% | 0.2%
CC1=CCCC(C)(C)C1/C=C/C(C)=N/NC(=O)c1ccncc1 (stereo not drawn)
→ -3.4% | 0.0% | 1.4%
Oc1ccc(-c2csc(Nc3ccccn3)n2)cc1
→ -3.0% | 1.4% | 5.7%
CCOc1ccccc1CNC(=O)c1nn(C)c2c1CS(=O)(=O)c1ccccc1-2
→ -3.4%&2.1% | -13.6% | -12.8%&24.7%
CCN(CC)c1ccc(NS(=O)(=O)c2cc3[nH]c(=O)c(=O)[nH]c3cc2C)c(C)c1
→ -12.4% | . | 1.5%

Two entries from above, with each value named:
> Cc1c(NC(=O)CSc2ccc(Cl)cc2)c(=O)n(-c2ccccc2)n1C
- KAT2A inh: -3.8%
- N370S GC: -2.1%
- FEN1 inh: -4.5%

> CC1CC(C)CN(C(=O)C2CCN(C(=O)Nc3ccccc3)CC2)C1 (stereo not drawn)
- KAT2A inh: -14.5%
- N370S GC: -4.7%
- FEN1 inh: -3.4%

Additional compounds:
Value order: KAT2A inh | N370S GC | FEN1 inh
CCC(=O)OCc1c(C(F)(F)F)nn(C)c1Sc1ccc(Cl)cc1
→ -3.0% | -4.4% | -15.7%
CC(C)C(NC(=O)OCc1ccccc1)C(=O)O (stereo not drawn)
→ -8.1% | . | -1.3%
CN1CCN(CCCNC(=O)CCCOc2cc(=O)n(C)c3ccccc23)CC1
→ -4.1% | 4.3% | -2.5%
N#CC1(NC(=O)COC(=O)CCN=C2NS(=O)(=O)c3ccccc32)CCCCC1
→ 0.1% | -0.3% | -1.9%
O=C(c1cc(COc2ccc(F)cc2Cl)on1)N1C[C@H]2CC[C@H]1C2
→ ? | -7.6% | -4.3%
COCCCn1c(=O)c2ccccc2n(Cc2cc(C(=O)OC)ccc2OC)c1=O
→ -16.4% | -5.8% | 2.2%
CC(=O)c1cccn1S(=O)(=O)c1ccccc1
→ 17.1% | 1.7% | 19.4%
COC(=O)C1CCN(C(=O)c2ccc3nc(-c4cccc(OC)c4)oc3c2)CC1
→ -0.4% | -5.0% | 14.2%
O=C(NNC(=O)C12CC3CC(CC(C3)C1)C2)c1ccncc1
→ -17.9% | -14.6% | -2.0%
CCOC(=O)N1CCN(CC(=O)N2CCC(C(N)=O)CC2)CC1
→ -10.5% | 7.4% | 2.8%

Compound profiles, as listed above:
Record of COC(=O)C1CCN(C(=O)c2ccc3nc(-c4cccc(OC)c4)oc3c2)CC1 = KAT2A inh: -0.4%; N370S GC: -5.0%; FEN1 inh: 14.2%
Record of CN1CCN(CCCNC(=O)CCCOc2cc(=O)n(C)c3ccccc23)CC1 = KAT2A inh: -4.1%; N370S GC: 4.3%; FEN1 inh: -2.5%
Record of CC(=O)c1cccn1S(=O)(=O)c1ccccc1 = KAT2A inh: 17.1%; N370S GC: 1.7%; FEN1 inh: 19.4%

(further entries)
Value order: KAT2A inh | N370S GC | FEN1 inh
COC(=O)Cc1c(OC)ccn(CCc2c[nH]c3ccccc23)c1=O
→ -14.3% | -0.2% | 1.4%
CCC(C(=O)N1CCN(S(C)(=O)=O)CC1)c1ccccc1 (stereo not drawn)
→ -0.2% | 3.7% | -15.1%
CCOC(=O)C1=C(COC(=O)COc2ccc(C(=O)CC)cc2)NC(=O)NC1C (stereo not drawn)
→ -5.5% | -10.4% | 1.2%
Cc1cc2oc(=O)sc2cc1NS(=O)(=O)c1ccccc1
→ -2.0% | -3.9% | 11.0%
CCc1ccc(NC(=O)c2ccc3c(c2)c(C)c(C)n3Cc2ccccc2)cc1
→ -8.3% | . | -2.2%
O=C(NCc1cccc(Cl)c1)c1cc2c(s1)-c1ccccc1OC2
→ -8.1% | . | -16.2%
CCOC(=O)c1c(C)oc2nc(C)nc(NCc3ccccc3OCC)c12
→ -2.5% | . | 10.6%
O=C(CCCCC(=O)NCCCc1ccccc1)NCCCc1ccccc1
→ -11.6% | -6.0% | 5.8%
O=C(OCc1nc2ccccc2s1)c1cnccn1
→ -1.6% | 2.6%[2.35 µM] | -12.2%
Cn1c(N)c(C(=O)COC(=O)c2cnc(Cl)c(Cl)c2)c(=O)n(C)c1=O
→ -6.8% | -3.8% | 8.0%
O=C(CCn1nnc2ccccc21)Nc1nnc(COc2ccccc2F)s1
→ -9.7% | 7.4% | 0.5%
COC(=O)c1c(C)oc2ccc(N(C(=O)c3ccncc3)S(=O)(=O)c3ccc(OC)cc3)cc12
→ 0.5% | . | -17.6%
CN(C)C(CNC(=O)CNC(=O)c1ccc(Br)cc1)c1ccccc1 (stereo not drawn)
→ 0.2% | -5.5% | -1.7%
Cn1c(=O)c2c(nc(Br)n2Cc2c(F)cccc2Cl)n(C)c1=O
→ 0.8% | 12.6% | .
Cc1[nH]n(C(N)=S)c(=O)c1N=Nc1ccc(S(=O)(=O)N2CCCC2)cc1
→ -9.4% | -23.7% | -2.5%
CC(Oc1ccccc1)C(=O)N(CCC1=CCCCC1)c1c(N)n(Cc2ccccc2)c(=O)[nH]c1=O (stereo not drawn)
→ -0.6% | -33.9% | 7.6%
COc1ccc(-n2c(O)c(C=NC3CC3)c(=O)[nH]c2=O)cc1
→ -16.7% | 14.0% | -7.4%
CCCOc1ccc(C(=O)NNC(=S)NC(=O)c2ccco2)cc1
→ -2.7% | 6.5% | 0.7%
Cc1ccc(NC(=O)CN(C)C(=O)COC(=O)c2ccc(NC(=O)CC#N)cc2)cc1
→ 0.5% | . | -6.8%
COc1ccc(C(NC(=O)C(C)C)c2c(O)ccc3ccccc23)cc1 (stereo not drawn)
→ -5.2% | ? | 6.6%
COc1ccc(C2C(CC(=O)O)=C(Nc3ccccc3)C(=O)N2c2ccccc2)cc1 (stereo not drawn)
→ -7.3% | -1.0% | -1.5%
CC1=C(C(=O)Nc2cccc(F)c2)C(c2ccsc2)C2=C(CC(C)(C)CC2=O)N1 (stereo not drawn)
→ -3.2% | 13.8% | 12.1%
CCCC(C(=O)NCC1CCCO1)N(Cc1ccco1)C(=O)CNS(=O)(=O)c1ccccc1 (stereo not drawn)
→ 1.0% | 0.9% | -1.6%
O=S1(=O)c2ccccc2N(Cc2ccccc2F)c2ccccc21
→ -7.0% | . | 9.5%
O=C(CC1SC2=NCCN2C1=O)Nc1ccc(Br)cc1 (stereo not drawn)
→ 2.4% | -1.0% | -2.4%
CCCOc1ccc(C(CC(=O)O)NC(=O)c2sc3ccccc3c2Cl)cc1 (stereo not drawn)
→ -3.9% | 20.6% | -5.6%
O=C(NC1CC1)C1CCN(C2CCN(C(=O)CC3=CCCCC3)CC2)CC1
→ 13.2% | 0.1% | -0.6%
O=C1OC(c2ccccc2)Cc2cc(C(=O)N3CCN(c4ccc(F)cc4)CC3)ccc21 (stereo not drawn)
→ -11.9% | 5.4% | 0.4%
CC(NC(=O)c1cc(S(=O)(=O)N2CCOCC2)cn1C)c1ccccc1 (stereo not drawn)
→ 2.1% | 1.6% | -13.8%
Cc1cccn2c(=O)c(C=O)c(Nc3ccccc3)nc12
→ -3.7% | -1.7% | 12.5%

(list continues)
| SMILES | KAT2A inh | N370S GC | FEN1 inh |
| --- | --- | --- | --- |
| CCS(=O)(=O)n1nc(-c2ccco2)nc1SC | . | 4.9% | 1.2% |
| Cc1cccc(NC(=O)CSc2nnc(-c3cccs3)o2)c1 | -7.9% | . | -15.1% |
| Cc1ccc(S(=O)(=O)NC(=O)N2CCCN(Cc3ccc(F)cc3)CC2)cc1 | 3.3% | -18.7% | 3.2% |
| Cc1cc(N/N=C/c2c(O)ccc3ccccc23)nc(-c2ccccc2O)n1 | -8.2% | -2.5% | -2.7% |
| COc1cc(C2c3c(-c4c(C)cc(C)cc4O)n[nH]c3C(=O)N2Cc2ccco2)cc(OC)c1OC (stereo not drawn) | -1.5% | . | -12.4% |
| COc1ccc(/C=N/NC(=O)c2c(C)nc3ccc(Cl)cn23)cc1OC | -0.6% | -5.9% | 16.5% |
| CC(=O)OCC1CCCC2=C(C)C(=O)CCC21COC(C)=O (stereo not drawn) | 1.0% | 1.1% | -1.4% |
| O=c1cc(CN2CCOCC2)c2cc(Cl)c(O)cc2o1 | ? | ? | -3.9% |
| c1ccc(-n2nnnc2Oc2cccc3cccnc23)cc1 | ? | 4.4% | -2.2% |
| CCc1ccc(-c2nc(CS(=O)CC(=O)NCc3ccccc3)c(C)o2)cc1 (stereo not drawn) | -13.4% | -2.2% | 17.3% |
| c1ccc(Nc2ccccn2)cc1 | -7.8% | -19.6% | -10.0% |
| COC(=O)c1ccc(CSc2ccc3nnc(-c4ccc(F)cc4)n3n2)o1 | -3.1% | ? | -5.8% |
| Cc1ccccc1C(=O)N1CCC(C(=O)NCc2ccc(Cl)cc2)CC1 | ? | -7.9% | -15.4% |
| Cc1cc(C)n2nc(SCCOc3ccccc3F)nc2n1 | -7.5% | 0.6% | 0.8% |
| CC1CCCCC12NC(=O)N(CC(=O)OCc1ccc(Br)cc1)C2=O (stereo not drawn) | -5.7% | . | 1.3% |
| O=C(NCc1ccco1)c1nn2c(C(F)(F)F)cc(-c3cccs3)nc2c1Cl | -4.6% | 10.5% | -10.9% |
| Nc1nc2[nH]c(=O)[nH]c2c(=O)[nH]1 | -0.3% | 5.0% | . |
| CCCC(=O)NC(=S)N1CCN(c2ccc([N+](=O)[O-])cc2)CC1 | -2.6% | -1.7% | -0.9% |
| CN1CCc2c(sc(NC(=O)C3CCCCC3)c2C(N)=O)C1 | -7.7% | 2.6% | -17.3% |
| COc1cccc(-c2[nH]nc3c2C(c2ccsc2)C(C#N)=C(N)O3)c1 (stereo not drawn) | -25.7% | -11.0% | -1.6% |
| CCn1c(C(=O)N2CCC(C(=O)NCCc3ccc(OC)cc3OC)CC2)cc2sccc21 | -4.6% | . | 12.2% |
| CN1/C(=c2/s/c(=C3/C(=O)N(c4ccccc4)NC3=Nc3ccccc3)n(C)c2=O)C(C)(C)c2ccccc21 | -17.8% | -2.5% | 2.6% |
| Cc1ccc(NC(=O)c2cnc(SCC(=O)N3CCCc4ccccc43)n(C)c2=O)cc1 | 2.4% | . | 15.1% |
| CCOC(=O)C1CCN(S(=O)(=O)NC[C@H]2O[C@@H](n3cnc4c(N)ncnc43)[C@H](O)[C@@H]2O)C1 (stereo partly drawn) | 0.7% | . | 16.0% |
| COc1ccc(-n2c(C)c(C(=O)O)c3cc(OC)c4ccccc4c32)cc1 | 2.2% | -0.3% | -16.8% |
| O=C(c1coc(=O)c(Br)c1)N1CCOCC1 | -4.9% | -1.3% | -10.9% |
| Cc1cccc(-n2c(SCC(=O)N3CCCC3)nnc2-c2ccccn2)c1C | -1.7% | -16.9% | 1.0% |
| Cc1ccc(/C=N\NC(=O)c2ccc3c(c2)OCO3)o1 | -6.1% | -6.8% | -10.3% |
| CCOC(=O)Cn1c2c(c(=N)c3c1CCC3)CCC2 | -3.6% | -25.5%[2.35 µM] | -0.3% |
| COc1ccc(N2CC(NC(=O)C3CCCC3)CC2=O)cc1 (stereo not drawn) | -2.9% | . | 24.4% |
| COc1ccc(N2CCN(C(=O)C3CCN(S(=O)(=O)N4CCOCC4)CC3)CC2)cc1 | 1.2% | 5.8% | 9.0% |
| CC(=O)NC(c1cc(Cl)c2cccnc2c1O)C1CC1 (stereo not drawn) | -2.0%&-2.9% | . | 9.6% |

Source: PubChem
